FUS suppressor: FUS proteinopathy suppression in yeast. S. cerevisiae FUS-expressing, growth rescue, OD600, 24 h. Potency, µM (top dose mostly 76.6 µM), for inactives: at the top dose growth rescue (activation), actives largely listed as activators. hit rate 0.24% among 390,000. AID 1347120;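 further: potency means the concentration at half of the fitted maximal effect; plate controls were DMSO vehicle for no effect and reference control for full effect; nearly all actives have a fitted effect of over 55% in size; some results filed as inactive show a strong effect at the top dose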
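S. cerevisiae expressing FUS from galactose induction served as the toxicity model. Growth after 24hr at 30C, read as absorbance at 600 nm, indicates suppression of toxicity; compounds dosed at several concentrations.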
PI5P4Ka inh: PI5P4K alpha (human) kinase inhibition | P48426 | PI5P4Kalpha enzyme, ADP-Glo luminescence, 60 min; active compounds read low | max response, % | hit rate 1.2% among 330,000 | AID 652105; active means max response of -50% or lower; inconclusive means between -30% and -50%; inactive means -30% or higher; further: value at the top dose of about 77 µM; on the % scale 0 is the no-effect control and ±100 the full control effect
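Enzyme plus substrate dispensed, test compounds pinned in, then ATP (5 microM final) added. After 60 min at RT, ADP-Glo reagent 1 for 45 min and reagent 2 for 30 min preceded luminescence imaging.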
aSyn yeast inh: alpha-synuclein toxicity inhibition in yeast; Potency, µM (doses to about 46.1 µM), for the others: top-dose growth rescue (activation), most hits filed as activators; Yeast expressing alpha-synuclein, growth rescue, BacTiter-Glo, 24 h; hit rate 0.14% among 370,000; AID 652106; further: potency means the concentration at half of the fitted maximal effect; % of control where 0% means no effect; nearly all actives have a fitted effect of over 65% in size
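Rescue of yeast growth: cells expressing toxic alpha-synuclein, induced in galactose at OD600 0.02, incubated with compound 24 h at 30 C. ATP luminescence quantified growth; inhibitors of toxicity appear as activators.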
EPAC1 antag: antagonists of human EPAC1 | hit rate 0.14% among 360,000 | EPAC1 GEF assay, Rap1b-BODIPY-GDP exchange fluorescence | Potency, µM (top dose mostly 115 µM), for the others: top-dose activity change, negative = inhibition, actives largely listed as inhibitors | O95398;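 further: potency means the concentration at half of the fitted maximal effect; plate controls were vehicle for no effect and positive control for full effect; nearly all actives have a fitted effect of over 50% in size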
IL-2 act: activators of IL-2; hit rate 0.065% among 360,000; AID 652025; activation, % (series mostly up to about 46 µM); IL-2 activation reporter assay, cell-based qHTS; stimulated with anti-CD3/CD4/CD28 beads; in transgenic mouse T cells; in the data active means activation above about 50%; inconclusive means mostly about 30% to 49%; further: 0% is about no effect
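Screening format: compound pinned onto unstimulated transgenic mouse T cells, 60 min incubation, then anti-CD3/anti-CD4/anti-CD28 bead stimulation for 18 hours at 37 degrees C, followed by EGFP and DsRed detection.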
EPAC1 ag: EPAC1 (human) agonism; O95398; EPAC1 agonist qHTS, biochemical assay; response scale: 100% = response to 6.5 mM cAMP; Potency, µM (titrated, usually from 154 µM), without a hit: at the top dose activation, usual class: activators; hit rate 0.073% among 360,000; AID 720707; further: potency means the concentration at half of the fitted maximal effect; nearly all actives have a fitted effect of over 60% in size
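EPAC1 100 nM, Rap1B–BODIPY-GDP 250 nM, unlabeled GDP 50 uM; compound titration; 5 min RT; kinetic read ex480/em540 at 5-min intervals ×30 min; data normalized to 6.5 mM cAMP agonist control.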
Abeta yeast res: restores growth of yeast expressing A-beta42 peptide; hit rate 0.063% among 410,000; yeast expressing A-beta42, growth rescue, OD600, 48 h; response scale: 0% DMSO, 100% iron-clioquinol control; Potency, µM (titrated, usually from 46.1 µM), for the others: at the top dose growth rescue, actives largely listed as activators; further: potency means the concentration at half of the fitted maximal effect; nearly all actives have a fitted effect of over 55% in size
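Yeast A-beta toxicity model in growth medium with pinned compounds, 48 h at 30 C; growth read as absorbance at 600 nm. Normalized to FeCl3/clioquinol equimolar mix (positive) and DMSO (negative).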
WRN inhibitor: WRN helicase (human) inhibition; WRN helicase unwinding, fluorescent forked duplex, kinetic; AID 651768; Potency, µM (series often up to 114 µM), without a hit: at the top dose activity change, negative = inhibition, actives largely listed as inhibitors; hit rate 0.46% among 360,000; Q14191; further: potency means the concentration at half of the fitted maximal effect; on the % scale 0 is the no-effect control and ±100 the full control effect; nearly all actives have a fitted effect of over 55% in size
Target sequence (Q14191 whole entry, looked up): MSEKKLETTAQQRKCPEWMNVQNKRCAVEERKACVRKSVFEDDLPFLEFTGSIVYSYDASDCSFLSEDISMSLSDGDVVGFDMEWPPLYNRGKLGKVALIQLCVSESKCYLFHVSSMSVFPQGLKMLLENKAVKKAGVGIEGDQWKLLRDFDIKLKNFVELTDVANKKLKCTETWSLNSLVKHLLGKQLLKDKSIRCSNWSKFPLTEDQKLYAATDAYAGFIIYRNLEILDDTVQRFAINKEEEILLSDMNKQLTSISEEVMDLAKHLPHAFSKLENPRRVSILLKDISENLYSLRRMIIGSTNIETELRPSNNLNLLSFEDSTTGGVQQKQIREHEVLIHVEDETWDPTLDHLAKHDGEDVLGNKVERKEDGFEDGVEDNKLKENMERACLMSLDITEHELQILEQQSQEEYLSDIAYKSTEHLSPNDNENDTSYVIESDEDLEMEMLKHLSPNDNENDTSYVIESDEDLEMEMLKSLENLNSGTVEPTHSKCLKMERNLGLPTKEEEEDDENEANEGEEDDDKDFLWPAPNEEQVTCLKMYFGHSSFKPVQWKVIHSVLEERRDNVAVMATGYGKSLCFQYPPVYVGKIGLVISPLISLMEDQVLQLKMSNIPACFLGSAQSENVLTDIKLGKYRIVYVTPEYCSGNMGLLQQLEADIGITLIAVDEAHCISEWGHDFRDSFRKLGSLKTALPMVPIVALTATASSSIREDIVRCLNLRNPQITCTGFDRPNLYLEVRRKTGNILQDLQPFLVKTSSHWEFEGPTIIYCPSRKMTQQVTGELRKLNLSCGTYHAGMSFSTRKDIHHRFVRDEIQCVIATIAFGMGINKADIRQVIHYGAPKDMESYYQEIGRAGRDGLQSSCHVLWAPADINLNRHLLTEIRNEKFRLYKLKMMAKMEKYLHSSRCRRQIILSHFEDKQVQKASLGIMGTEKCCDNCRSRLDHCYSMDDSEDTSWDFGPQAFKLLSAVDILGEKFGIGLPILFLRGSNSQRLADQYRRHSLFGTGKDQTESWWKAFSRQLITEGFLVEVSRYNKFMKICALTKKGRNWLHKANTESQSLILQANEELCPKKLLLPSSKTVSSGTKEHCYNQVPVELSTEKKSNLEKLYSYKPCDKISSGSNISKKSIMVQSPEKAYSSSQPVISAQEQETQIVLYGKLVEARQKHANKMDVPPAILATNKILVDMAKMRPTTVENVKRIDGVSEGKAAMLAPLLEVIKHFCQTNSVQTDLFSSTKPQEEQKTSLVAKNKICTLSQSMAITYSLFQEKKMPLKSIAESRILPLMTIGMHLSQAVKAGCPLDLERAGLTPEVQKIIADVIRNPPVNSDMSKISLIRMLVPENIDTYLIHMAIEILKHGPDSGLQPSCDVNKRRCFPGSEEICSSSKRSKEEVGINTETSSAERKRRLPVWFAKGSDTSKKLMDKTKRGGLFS
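Fluorescence dequenching readout, ex 525 nm/em 598 nm, kinetic mode: forked duplex DNA (100 nM final) with adjacent fluorophore and quencher unwound by WRN (20 nM final) with 2 mM ATP. Compound preincubation 15 min, room temperature.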
PLK1 PBD block: PLK1 (human) polo-box domain binding inhibition. P53350. hit rate 2.8% among 360,000. Potency, µM, for inactives: max response, negative = inhibition, usual class: inhibitors. Plk1 PBD binding of FITC phosphopeptide, fluorescence polarization; further: potency means the concentration at half of the fitted maximal effect; series mostly up to about 57 µM; on the % scale 0 is the no-effect control and ±100 the full control effect; nearly all actives have a fitted effect of over 65% in size
Active calls of the source: *; ? = inconclusive; . = no result given; & = joins results of further samples; [ ] = dose if it differs, or a comment. Unless noted, the call rests on the fitted dose curve; in most records, active means well fitted curve in the direction sought with a large enough effect; inconclusive means small, poorly fitted or top-dose-only effect, or another doubt; inactive means no such curve, though single readings can be large; an effect the other way counts as inactive or inconclusive. Random draw from the library. Share with any hit: about 4.1%.

SMILES	FUS suppressor	PI5P4Ka inh	aSyn yeast inh	EPAC1 antag	IL-2 act	EPAC1 ag	Abeta yeast res	WRN inhibitor	PLK1 PBD block
CCN(CC(=O)NCc1ccc(Cl)cc1)C(=O)COc1ccc(C)cc1C	.	8	9%	4%	1.4	-5%	3%	-15%	-1%
CS(=O)(=O)N(CC(=O)N1CCCC1)c1cccc(C(F)(F)F)c1	14%	-2	-3%	13%	-1.8	4%	-4%	8%	5%
O=C(N/N=C/c1ccco1)c1cc(-c2cccs2)[nH]n1	-7%	-22	1%	6%	0.5	10%	-15%	-7%	-4%
CC[C@@]1(C(=O)OC)N[C@H](CN(C)S(=O)(=O)c2ccc(-c3ccccc3)cc2)[C@@H]2C(=O)N(Cc3ccccc3)C(=O)[C@@H]21	4%	5	0%	9%	-0.4	-10%	-9%	6%	-2%
Cc1ccccc1NC(=O)CSc1nnc(-c2ccoc2C)n1CCc1ccccc1	28%	3	5%	-7%	-3.3	10%	-11%	-1%	-3%
Cc1cc(C)n2nc(C(=O)OCC(=O)Nc3ccc4c(c3)OC(F)(F)O4)nc2n1	-6%	5	-1%	4%	-0.2	7%	12%	1%	-2%
CC1(C(=O)NS(=O)(=O)c2cccc(C#N)c2)CCN1C(=O)C/C=C/c1ccccc1 (stereo not drawn)	-22%	-1	6%	-6%	0.0	6%	7%	-5%	-14%
O=C(Nc1nc(-c2cccc([N+](=O)[O-])c2)cs1)c1cccc([N+](=O)[O-])c1C(=O)O	20%	-9	-7%	?	-0.3	2%	-10%	-7%	?
Cc1c(NC(=O)COC(=O)c2ccc(F)c(S(=O)(=O)N3CCOCC3)c2)c(=O)n(-c2ccccc2)n1C	15%	13	1%	-1%	-0.6	8%	-2%	7%	-9%
Cc1cc(C)c(S(=O)(=O)N2CCN(C(=O)c3ccccc3OCc3c(C)noc3C)CC2)c(C)c1	.	1	6%	-16%	-1.3	9%	-6%	1%	-3%
CC(=O)c1cn(CC(=O)Nc2ccc(C)cc2)c2ccccc12	21%	0	8%	12%	-0.6	1%	3%	-9%	-2%
Nc1ncnc(Nc2cccc(F)c2)n1	26%	-15	0%	22%	-0.6	-4%	-9%	-12%	-1%
Cc1ccccc1S(=O)(=O)Cc1ccc(C(=O)NCc2ccccc2)o1	-21%	2	-7%	?	-3.6	4%	8%	3%	-14%
CCC(=O)Nc1ccc2c(c1)ncn2-c1ccccc1C	-11%	-1	-1%	-13%	-0.4	-1%	3%	3%	-3%
CN1C(=O)C(C)(C)N(C(=O)c2cccc([N+](=O)[O-])c2)c2ccccc21	-11%	1	2%	-17%	-2.7	10%	?	8%	-10%
COc1ccc(CNC2CCSc3ccccc32)cc1OC (stereo not drawn)	4%	11	3%	-13%	-1.5	-5%	0%	-13%	3%
COc1ccc(/C=N/NC(=O)CNC(=O)c2cccs2)cc1	-19%	-19	5%	3%	-0.5	-1%	12%	7%	-4%
COc1ccc(C(=O)COC(=O)CCN2C(=O)C3C4CCC(C4)C3C2=O)cc1 (stereo not drawn)	25%	1	2%	14%	1.8	1%	7%	0%	-8%
Cc1cc(C(=O)Nc2ccccc2C)c2ccccc2n1	-24%	-4	2%	2%	-0.9	3%	3%	3%	1%
OC(COc1ccc(Cl)cc1)CN1CCN(c2cccc(Cl)c2)CC1 (stereo not drawn)	12%	23	0%	-19%	-0.3	-1%	2%	11%	-8%
O=C(OCc1ccccc1)c1cccc(-c2nnc(-c3ccccc3)o2)c1	17%	.	5%	0%	0.8	5%	7%	-9%	-9%
Cc1cc(-c2nnc(SCC(=O)NC3CCCC3)o2)no1	20%	.	1%	20%	2.6	-4%	20%	3%	-8%
Cc1onc(-c2ccccc2Cl)c1C(=O)N1CCCC1	0%	4	0%	2%	0.9	-2%	-14%	-9%	-1%
CC1C2C(c3ccccc3)N(C)C(=O)N(C)C2N(C)C(=O)N1C (stereo not drawn)	8%	3	-13%	8%	-0.2	-6%	3%	-9%	-30%
Cc1cccc(C)c1NC1=NC(=S)N(c2ccccc2)C12CCOC(C)(C)C2 (stereo not drawn)	-31%	-2	6%	-3%	0.0	5%	-3%	-3%	3%
O=C(OCC(=O)N1CCCC1=O)C1CCN(S(=O)(=O)c2ccc(Cl)c(C(F)(F)F)c2)CC1	-28%	3	6%	-3%	0.2	-8%	-15%	-2%	1%
COc1cccc(NC(=O)COc2c(F)c(F)c(C(F)(F)F)c(F)c2F)c1	10%	28	4%	-26%	-1.4	-3%	12%	-6%	-1%
Cc1ccc(Cl)c(OC(=O)c2ccc(N3CCOCC3)c([N+](=O)[O-])c2)c1	12%	7	-1%	-11%	-1.6	8%	?	-8%	-3%
COCCn1c(-c2ccc(-c3ccc([N+](=O)[O-])cc3Br)o2)nc2c1c(=O)[nH]c(=O)n2CC(C)C	32%	-29	-10%	-16%	-0.7	1%	12%	-17%	-6%
COc1ccc(NC(=O)C(=O)NNC(=O)c2cccs2)c(OC)c1	12%	-24	-8%	5%	-0.2	-4%	-9%	-7%	-7%

Quoted at random: 2 entries already listed, in no set order.
SMILES	FUS suppressor	PI5P4Ka inh	aSyn yeast inh	EPAC1 antag	IL-2 act	EPAC1 ag	Abeta yeast res	WRN inhibitor	PLK1 PBD block
CS(=O)(=O)N(CC(=O)N1CCCC1)c1cccc(C(F)(F)F)c1	14%	-2	-3%	13%	-1.8	4%	-4%	8%	5%
Cc1onc(-c2ccccc2Cl)c1C(=O)N1CCCC1	0%	4	0%	2%	0.9	-2%	-14%	-9%	-1%

Other records:
SMILES	FUS suppressor	PI5P4Ka inh	aSyn yeast inh	EPAC1 antag	IL-2 act	EPAC1 ag	Abeta yeast res	WRN inhibitor	PLK1 PBD block
CC1CC(C)CN(C(=O)COC(=O)/C=C/c2cccc([N+](=O)[O-])c2)C1 (stereo not drawn)	10%	-1	1%	-9%	4.1	-8%	-11%	-17%	-12%
CCCCCn1c(=N)c(S(=O)(=O)c2ccc(Cl)cc2)cc2c(=O)n3cccc(C)c3nc21	21%	-1	1%	-11%	4.0	9%	8%	4%	-10%
Cc1ccc(OCCn2cc(Br)c(=O)[nH]c2=O)cc1	1%	-4	4%	11%	-1.6	-1%	16%	0%	-3%
CCOC(=O)c1c(-c2ccccc2)csc1NC(=O)CSc1nnc(C)s1	5%	10	0%	-19%	1.5	7%	-5%	-15%	1%
CSCCC(NC(=O)COc1ccccc1)C(=O)NCCOc1ccccc1 (stereo not drawn)	7%	3	1%	-16%	0.3	8%	1%	-4%	3%
COc1cc(C(=O)Nc2ccc3c(c2)CCN3C(C)=O)cc(OC)c1OC	17%	0	-6%	-11%	0.5	4%	-11%	-3%	-2%
CC(=O)Nc1cc(-c2cccc(C(=O)N(C)C)c2)cn2c(-c3ccc(C(C)=O)cc3)cnc12	9%	1	0%	-4%	-0.6	7%	1%	0%	-9%
Cc1ccc(C(=O)Nc2c(C)n(C)n(-c3ccccc3)c2=O)cc1	-14%	2	7%	-10%	0.0	0%	-2%	7%	5%
Cc1cccc(OCC2=NS(=O)(=O)c3ccccc3N2)c1	22%	.	-1%	9%	-2.8	-1%	3%	-3%	-9%
Cc1ccc2c(c1)CC(C)N2S(=O)(=O)c1nnc(NC(=O)CC(C)C)s1 (stereo not drawn)	9%&4%	3	-1%	4%	-3.6	-1%	2%&-15%	8%	3%
CC(NC(=O)c1ccccc1SCC(=O)N1CCCC1)c1ccccc1 (stereo not drawn)	-4%	-6	-1%	-1%	0.3	13%	4%	-17%	-6%
CCCC(c1nnnn1CCC(C)C)N1CCC(C(N)=O)CC1 (stereo not drawn)	14%	1	7%	3%	-0.7	2%	14%	-8%	-4%
Cc1cc(C)cc(C(=O)NN2CCN(C)CC2)c1	14%	?	-1%	-1%	-0.1	14%	-15%	-27%	12µM*
CC(=O)Nc1ccc(S(=O)(=O)CCC(=O)O)cc1	-15%	.	-8%	9%	-2.2	0%	14%	1%[57.1 µM]	-6%
CN(C(=O)CSc1nnc(NCc2ccccc2)s1)C1CCS(=O)(=O)C1 (stereo not drawn)	-2%	-9	-5%	3%	-3.8	-3%	-14%	-15%	-4%
CCc1ccc(-n2c(SCC(=O)Nc3cc(C)[nH]n3)nc3[nH]ncc3c2=O)cc1	14%	1	-5%	16%	-0.5	1%	-5%	1%	-6%
CCCCNC(=S)N/N=C1\C(=O)c2cccc3cccc1c23	-4%	-1	-20%	5%	4.0	1%	-8%	15%	-6%
Cc1ccc(S(=O)(=O)N2CCC(=O)N([C@H](CO)Cc3ccccc3)CC2)cc1	-7%	2	-3%	-7%	-0.1	3%	3%	-3%	2%
CCOC(=O)C1CCCN(CC(=O)Nc2c(C(=O)OC)[nH]c3ccc(Br)cc23)C1 (stereo not drawn)	0%	5	-4%	-9%	0.5	-10%	-3%	-9%	-9%
Cc1cc(C)n2nc(CC(=O)NNC(=O)c3ccccc3Cl)nc2n1	18%	-1	1%	7%	-4.4	-13%	-3%	3%	3%
CC1=C(C(=O)N(C)C)CC(CC(=O)NC(c2ccccc2)c2ccccc2)C(=O)N1Cc1ccccc1 (stereo not drawn)	37%	-1	5%	-11%	-1.5	-20%	-6%	0%	-11%
O=C(COC(=O)c1cn(-c2ccccc2)nc1-c1ccccc1)c1cccc([N+](=O)[O-])c1	15%	2	7%	-4%	0.8	-2%	28%	0%	-6%
CN=C1S/C(=C\c2cccn2-c2cccc(Br)c2)C(=O)N1C	3%	.	8%	-5%	2.6	13%	20%	5%	-4%
O=C(O)CCN1C(=O)C2C3CC(C2C1=O)C1C(c2ccccc2)c2sc(=O)[nH]c2SC31 (stereo not drawn)	-4%	0	-2%	-18%	-1.2	4%	-4%	0%	-30%
O=C(CSc1ccc(-c2ccncc2)nn1)c1ccccc1	-4%	2	-7%	-4%	-0.6	0%	-6%	-3%	-14%
O=C(Oc1ccc(O)cc1)C12CC3CC(CC(C3)C1)C2	-28%	20	11%	-13%	0.5	-2%	-4%	6%	-6%
